Gal4-VP16 FLuc: counter-screen for ROR gamma inhibitors: Gal4-VP16 reporter. Drosophila S2 Gal4-VP16 UAS-luciferase, luminescence, 20 h. Potency, µM (highest dose often 53.6 µM), for the others: at the highest dose activity, negative = inhibition, hits mostly inhibitors. 310,000 compounds, 3.5% hits;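 further: Gal4-VP16 expression switched on by copper sulfate through the metallothionein promoter; potency means the concentration at half of the fitted maximal effect; on the % scale 0 is the no-effect control and ±100 the full control effect; nearly all actives have a fitted effect of over 50% in size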
BRCA1 expr up: BRCA1 expression activation; 380,000 compounds, 1.1% hits; MCF7-BRCA1-FFLuc reporter, luminescence, 48 h; response scale: scaled: vehicle 0%, 10 µM genistein 100%; Potency, µM (series often up to 46.1 µM), without a hit: at the top dose activation, actives largely listed as activators; further: potency means the concentration at half of the fitted maximal effect; nearly all actives have a fitted effect of over 80% in size; some results filed as inactive show a strong effect at the top dose
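Using MCF7 cells harboring a BRCA1 firefly luciferase reporter, plated 2 h before compound pinning, the screen measured luminescence after 48 h incubation. Responses were normalized to DMSO and 10 microM genistein, then fitted for concentration-effect.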
RORg inh: inhibitors of mouse ROR gamma transcriptional activity. P51450. Drosophila S2 Gal4-RORgamma UAS-luciferase reporter, 20 h. Potency, µM (highest dose often 53.6 µM), without a hit: at the top dose activity change, negative = inhibition, usual class: inhibitors. 310,000 compounds, 5.4% hits. AID 2551; further: potency means the concentration at half of the fitted maximal effect; on the % scale 0 is the no-effect control and ±100 the full control effect; nearly all actives have a fitted effect of over 60% in size
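ROR gamma transcriptional activity was tracked as Gal4-UAS luciferase output in stably transfected Drosophila Schneider cells, with compound added 1 hr before 700 uM copper sulfate induction and a 20 hr ambient-temperature incubation.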
p53 reactivation: mutant p53 re-activation in reporter cells | Potency, µM (highest dose often 92.2 µM), without a hit: at the top dose activity change, positive = activation, hits mostly activators | AID 504706 | H1299 p53-A138V BP100-luciferase reporter, luminescence, 24 h | 320,000 compounds, 0.063% hits; further: potency means the concentration at half of the fitted maximal effect; % of control where 0% means no effect; nearly all actives have a fitted effect of over 45% in size
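H1299 (p53-null), stable ts p53-A138V + BP100-Luc; 1000 cells/well, Opti-MEM/10% FBS; cpd 4 pt, 1:5; 24 h, 37 deg C, 5% CO2; detection reagent 10 min RT; luminescence.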
Menin MLL FP TR: inhibitors of human menin-MLL interaction, mutant MLL peptide; O00255; AID 1768; 270,000 compounds, 0.23% hits; Menin + Texas Red MLL mutant peptide, fluorescence polarization; Potency, µM (top dose mostly 61.6 µM), without a hit: at the top dose FP activity change, negative = inhibition, hits mostly inhibitors; active means well fitted inhibition curve with a large enough effect in the polarisation, with a control signal flat, not every such curve was filed as active; inconclusive means small, poorly fitted or top-dose-only effect, or effect the other way, or a change in a side signal; inactive means no such curve, though single readings can be large or run the other way; the % refers to the polarisation; further: potency means the concentration at half of the fitted maximal effect; % of control where 0% means no effect; many of its hits are not listed in these tables
NPC1 promoter act: NPC1 promoter activation | Potency, µM (titrated, usually from 9.22 µM), for inactives: top-dose activation, hits mostly activators | Huh7 NPC1 promoter luciferase reporter, 24 h | 320,000 compounds, 2.4% hits;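 further: potency means the concentration at half of the fitted maximal effect; % of control where 0% means no effect; nearly all actives have a fitted effect of over 60% in size; reporter is driven by a mutant NPC1 promoter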
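Luciferase expression driven by the NPC1 promoter was measured in stably transfected Huh7 cells after a 24 h compound incubation, using a luciferase reagent and a luminescence read.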
Rab9 promoter act: Rab9 promoter activation. Huh7 Rab9 promoter-luciferase reporter, luminescence, 24 h. 320,000 compounds, 2.8% hits. Potency, µM (top dose mostly 9.22 µM), without a hit: top-dose activation, negative = inhibition, most hits filed as activators; further: potency means the concentration at half of the fitted maximal effect; % of control where 0% means no effect; nearly all actives have a fitted effect of over 60% in size
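Cell-based reporter: Huh7 stable for Rab9 promoter-driven luciferase, plated in reduced-serum medium with 10% FBS at 1500 cells/well, compound-treated 24 h at 37 °C, luminescence read after 10 min reagent.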
ELG1 genotoxic: induces genotoxicity in HEK293T cells with luciferase-tagged ELG1. HEK293T ELG1-luciferase reporter, luminescence, 16 h. Potency, µM (highest dose often 46 µM), inactives show top-dose activity change, positive = activation, usual class: activators. 330,000 compounds, 1.3% hits. AID 504466; further: potency means the concentration at half of the fitted maximal effect; % of control where 0% means no effect; nearly all actives have a fitted effect of over 60% in size
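Reporter readout depends on ELG1 protein level, which increases with genetic stress. After 16 hr compound exposure at 37 °C, luciferase activity was quantified using ONE-Glo.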
Giardia kill: Giardia lamblia killing; Giardia lamblia trophozoite viability; activity change, % at 7.66 µM, hits read low; 340,000 compounds, 0.15% hits; in the data active means activity change below about -80%; inconclusive means between about -30% and that limit;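 further: parasites exposed to compound for two days anaerobically before the ATP read; on the % scale 0 is the no-effect control and ±100 the full control effect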
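Anaerobic 48 hrs incubation at 37 deg C of 100 trophozoites/well with test compounds; ATPLite 1-Step luminescence, 15-30 min RT, reports cellular ATP as viability.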
PKM2 act: activators of human pyruvate kinase M2; purified PKM2, Kinase-Glo ATP luminescence, activation; response scale: 0% is enzyme alone, no compound; Potency, µM (titrated, usually from 57.5 µM), without a hit: at the top dose activation, usual class: activators; 260,000 compounds, 0.34% hits; further: potency means the concentration at half of the fitted maximal effect; on the % scale 0 is the no-effect control and ±100 the full control effect; nearly all actives have a fitted effect of over 55% in size
Target sequence (P14618 whole entry, looked up): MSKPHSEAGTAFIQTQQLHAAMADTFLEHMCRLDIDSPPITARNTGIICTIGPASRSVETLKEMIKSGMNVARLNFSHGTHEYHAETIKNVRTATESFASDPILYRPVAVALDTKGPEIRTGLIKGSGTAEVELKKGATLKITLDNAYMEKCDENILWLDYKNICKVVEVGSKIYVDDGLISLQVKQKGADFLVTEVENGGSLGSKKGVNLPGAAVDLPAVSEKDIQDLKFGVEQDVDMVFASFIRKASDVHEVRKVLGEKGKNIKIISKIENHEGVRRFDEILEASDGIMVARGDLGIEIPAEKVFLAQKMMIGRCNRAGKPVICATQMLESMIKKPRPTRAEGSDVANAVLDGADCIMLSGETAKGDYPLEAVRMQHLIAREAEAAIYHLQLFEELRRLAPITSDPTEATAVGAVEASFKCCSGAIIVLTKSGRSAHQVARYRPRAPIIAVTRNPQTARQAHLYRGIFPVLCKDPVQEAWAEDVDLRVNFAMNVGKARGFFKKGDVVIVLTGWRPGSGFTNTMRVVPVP
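ATP formation by purified human PK-M2, quantified via coupled luciferase luminescence after 1 h at room temperature with 0.1 mM ADP and 0.5 mM PEP final.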
FLuc modulator: counter-screen for miR-21 project: firefly luciferase inhibitors or activators. Potency, µM (doses to about 57.5 µM), for inactives: top-dose activity change, negative = inhibition, hits mostly inhibitors. 360,000 compounds, 6.9% hits. AID 588342. purified FLuc, Km substrates, luminescence inhibition. P08659;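 further: potency means the concentration at half of the fitted maximal effect; plate controls were vehicle for no effect and reference inhibitor for full effect; nearly all actives have a fitted effect of over 55% in size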
Target sequence (P08659 whole entry, looked up): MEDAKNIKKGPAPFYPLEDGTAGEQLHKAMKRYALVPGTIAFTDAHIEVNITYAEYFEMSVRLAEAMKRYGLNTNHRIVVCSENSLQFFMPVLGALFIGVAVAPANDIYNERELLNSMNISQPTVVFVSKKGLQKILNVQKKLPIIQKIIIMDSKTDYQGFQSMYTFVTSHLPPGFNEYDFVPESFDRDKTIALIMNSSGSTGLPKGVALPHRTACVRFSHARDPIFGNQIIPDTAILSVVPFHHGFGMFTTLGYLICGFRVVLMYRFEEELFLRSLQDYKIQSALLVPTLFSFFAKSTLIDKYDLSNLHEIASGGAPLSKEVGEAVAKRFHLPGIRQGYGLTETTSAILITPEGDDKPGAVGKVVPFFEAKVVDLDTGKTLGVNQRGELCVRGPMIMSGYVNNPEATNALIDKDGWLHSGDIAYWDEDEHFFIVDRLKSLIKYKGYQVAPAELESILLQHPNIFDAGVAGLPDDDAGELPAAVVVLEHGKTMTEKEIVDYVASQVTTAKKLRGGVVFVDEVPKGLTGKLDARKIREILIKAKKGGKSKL
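Biochemical qHTS of compounds, final roughly 60 µM downward over six points, against 10 nM purified firefly luciferase using Km concentrations of substrates (10 uM D-luciferin, 10 uM ATP) in Tris acetate pH 7.5 buffer; luminescence output.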
The depositor's hits bear a star; [ ] = remark or other dose. Unless noted, the call rests on the fitted dose curve; in most records, active means well fitted curve in the direction sought with a large enough effect; inconclusive means small, poorly fitted or top-dose-only effect, or another doubt; inactive means no such curve, though single readings can be large; an effect the other way counts as inactive or inconclusive. Not all compounds are listed. The share of hits here may be higher or lower than overall.

Screening O=C(O)CCCn1cc(NC(=O)c2ccco2)cn1 returned Gal4-VP16 FLuc 10%, BRCA1 expr up 18%, RORg inh -2%, p53 reactivation 1%, Menin MLL FP TR -24%, NPC1 promoter act -2%, Rab9 promoter act -5%, ELG1 genotoxic -2%, Giardia kill 6, PKM2 act -9% and FLuc modulator -2%.
`O=C(CSc1nnc(-c2ccccc2Br)o1)N1CCc2ccccc2C1` gave Gal4-VP16 FLuc 3%, BRCA1 expr up 24%, RORg inh -34%, p53 reactivation -4%, Menin MLL FP TR 1%, NPC1 promoter act 4%, Rab9 promoter act 21%, ELG1 genotoxic 1%, Giardia kill 12, PKM2 act 1% and FLuc modulator -20%.
For CC(=O)c1cccc(NC(=O)c2cc(=O)[nH]c3ccccc23)c1 the results were Gal4-VP16 FLuc 2%, BRCA1 expr up -40%, RORg inh 1%, p53 reactivation 1%, Menin MLL FP TR 22%, NPC1 promoter act -4%, Rab9 promoter act -9%, ELG1 genotoxic -3%, Giardia kill -12 and FLuc modulator -1%.
For Cn1c(=O)oc2cc(S(=O)(=O)NCCC(=O)NC3CCCC3)ccc21 the results were Gal4-VP16 FLuc 1%, BRCA1 expr up -18%, RORg inh 18%, p53 reactivation 4%, Menin MLL FP TR -1%, NPC1 promoter act 1%, Rab9 promoter act -1%, ELG1 genotoxic -2%, Giardia kill -2, PKM2 act -4% and FLuc modulator -1%.
Screening C=CCn1c(=NC(=O)C2COc3ccccc3O2)sc2cc(S(N)(=O)=O)ccc21 (configuration not stated) returned Gal4-VP16 FLuc -8%, BRCA1 expr up -25%, RORg inh 34%, p53 reactivation -5%, Menin MLL FP TR 32%[activator], NPC1 promoter act -1%, Rab9 promoter act 0%, ELG1 genotoxic -10%, Giardia kill 22, PKM2 act 15% and FLuc modulator -1%.
For CCNC(=S)N1CCN(CCNC2=CC(=O)CC(C)(C)C2)CC1 the results were Gal4-VP16 FLuc -2%, BRCA1 expr up 28%, RORg inh inconclusive, p53 reactivation 14%, Menin MLL FP TR -1%, NPC1 promoter act 0%, Rab9 promoter act -1%, ELG1 genotoxic 1%, Giardia kill inconclusive, PKM2 act -1% and FLuc modulator 0%.
For CNc1nc(-c2ccc([N+](=O)[O-])cc2)cs1 the results were Gal4-VP16 FLuc 17%, BRCA1 expr up 10µM*, RORg inh 23%, p53 reactivation 19%, Menin MLL FP TR 9%, NPC1 promoter act inconclusive, Rab9 promoter act inconclusive, ELG1 genotoxic 3%, Giardia kill -8, PKM2 act -10% and FLuc modulator 12µM*.
COC(=O)C1C(=O)C2=C(CC1C)NC(C)=C(C(=O)OCc1ccc(OC)cc1)C2c1ccc(C)o1 (configuration not stated) was read as Gal4-VP16 FLuc -3%, BRCA1 expr up 10%, RORg inh 0%, p53 reactivation -5%, Menin MLL FP TR 0%, NPC1 promoter act 0%, Rab9 promoter act -3%, ELG1 genotoxic -2%, Giardia kill -12, PKM2 act 7% and FLuc modulator 1%.
For CCOC(=O)N1CCN(C(=O)c2ccc(NS(C)(=O)=O)cc2)CC1 the results were Gal4-VP16 FLuc 0%, BRCA1 expr up -17%, RORg inh 0%, p53 reactivation 16%, Menin MLL FP TR -11%, NPC1 promoter act -2%, Rab9 promoter act -2%, ELG1 genotoxic -5%, Giardia kill 6, PKM2 act -2% and FLuc modulator 6%.
For COc1cccc(CN2CCC(n3nccc3NC(=O)CCCc3ccccc3)CC2)c1 the results were Gal4-VP16 FLuc -5%, BRCA1 expr up -21%, RORg inh 13%, p53 reactivation inconclusive, NPC1 promoter act -2%, Rab9 promoter act 6%, ELG1 genotoxic -5%, Giardia kill -7, PKM2 act -6% and FLuc modulator -1%.
Cc1ccc2sc(N(CCCN(C)C)C(=O)c3ccc(S(=O)(=O)N(C)C4CCCCC4)cc3)nc2c1C was read as BRCA1 expr up -88%, p53 reactivation 11%, NPC1 promoter act -8%, Rab9 promoter act -1%, ELG1 genotoxic inconclusive, Giardia kill 0 and FLuc modulator 1%.
For CN(C)CCN(C(=O)c1ccc(S(=O)(=O)N(C)c2ccccc2)cc1)c1nc2ccc(Cl)cc2s1 the results were Gal4-VP16 FLuc 2%, BRCA1 expr up inconclusive, RORg inh -19%, p53 reactivation 0%, NPC1 promoter act 22%, Rab9 promoter act 21%, ELG1 genotoxic inconclusive, Giardia kill -6, PKM2 act 1% and FLuc modulator 0%.
Screening COCC(=O)Oc1c(Sc2ccccc2[N+](=O)[O-])c(C)nn1C(C)(C)C returned Gal4-VP16 FLuc 2%, BRCA1 expr up -38%, RORg inh 20%, p53 reactivation -3%, Menin MLL FP TR 1%, NPC1 promoter act 2%, Rab9 promoter act 12%, ELG1 genotoxic -1%, Giardia kill 21 and FLuc modulator inconclusive.
Screening COc1ccc(NC(=O)C2C3C=CC4(O3)C2C(=O)N(CCN2CCCCC2C)C4C(=O)NC2CCCCC2)cc1 (configuration not stated) returned Gal4-VP16 FLuc 0%, BRCA1 expr up -1%, RORg inh 3%, p53 reactivation 0%, Menin MLL FP TR -15%, NPC1 promoter act 1%, Rab9 promoter act 3%, ELG1 genotoxic 1%, Giardia kill 1 and FLuc modulator 0%.
`COc1cc(/C=C2\C(=O)N(CCC#N)N=C2C)c(Br)cc1OC(C)C` gave Gal4-VP16 FLuc 1%, BRCA1 expr up -14%, RORg inh inconclusive, p53 reactivation 0%, Menin MLL FP TR -15%, NPC1 promoter act 0%, Rab9 promoter act -1%, ELG1 genotoxic 7%, Giardia kill -1, PKM2 act 0% and FLuc modulator 1%.
For COc1cc(/C=N/NC(=O)CSc2cc(C)c(Br)cc2C)ccc1O the results were Gal4-VP16 FLuc -11%, BRCA1 expr up -24%, RORg inh 21%, p53 reactivation -2%, Menin MLL FP TR 10%, NPC1 promoter act 2%, Rab9 promoter act -2%, ELG1 genotoxic -13%, Giardia kill -2, PKM2 act 2% and FLuc modulator -10%.
For COc1ccccc1CNC(=O)CCn1c(=O)oc2ccccc21 the results were Gal4-VP16 FLuc -22%, BRCA1 expr up -15%, RORg inh inconclusive, p53 reactivation 2%, Menin MLL FP TR -3%[11.7 µM], NPC1 promoter act -1%, Rab9 promoter act 4%, ELG1 genotoxic 1%, Giardia kill -6, PKM2 act 0% and FLuc modulator 1%.
For COc1ccc(OCc2nnc3n2N=C(c2ccc(OC)cc2)CS3)cc1 the results were Gal4-VP16 FLuc 1%, BRCA1 expr up -30%, RORg inh -3%, p53 reactivation -9%, Menin MLL FP TR -7%, NPC1 promoter act -2%, Rab9 promoter act 6%, ELG1 genotoxic 4%, Giardia kill inconclusive, PKM2 act 2% and FLuc modulator -5%.
Screening O=S(=O)(Nc1ccccc1Cl)c1cc(NC(=S)NCCN2CCOCC2)ccc1Cl returned Gal4-VP16 FLuc 18%, BRCA1 expr up -17%, RORg inh -29%, p53 reactivation 3%, Menin MLL FP TR 24%, NPC1 promoter act -2%, Rab9 promoter act -5%, ELG1 genotoxic -14%, Giardia kill 1, PKM2 act 2% and FLuc modulator 1%.
`COc1ccc(OC)c2c1cc(C(=O)N[C@H](C(=O)N1CCC(C(=O)O)CC1)C(C)C)n2C` gave Gal4-VP16 FLuc 3%, BRCA1 expr up -11%, RORg inh inconclusive, p53 reactivation 1%, Menin MLL FP TR -3%, NPC1 promoter act -8%, Rab9 promoter act -6%, ELG1 genotoxic -1%, Giardia kill -2 and FLuc modulator -1%.
`Cc1ccc(F)cc1NC(=O)c1cnccn1` gave Gal4-VP16 FLuc 0%, BRCA1 expr up 0%, RORg inh -15%, p53 reactivation -3%, Menin MLL FP TR 4%, NPC1 promoter act -1%, Rab9 promoter act -7%, ELG1 genotoxic 3%, Giardia kill 5, PKM2 act -2% and FLuc modulator -2%.
Screening COc1ccc(-c2csc(NC(=O)c3ccccc3C(=O)O)n2)cc1 returned Gal4-VP16 FLuc 2%, BRCA1 expr up 1%, RORg inh -1%, p53 reactivation 2%, Menin MLL FP TR 7%, NPC1 promoter act -4%, Rab9 promoter act -2%, ELG1 genotoxic 0%, Giardia kill -12, PKM2 act -5% and FLuc modulator 15µM*.
`COc1cc2ccccc2cc1C(=O)N(CCN(C)C)c1nc2c(OC)ccc(OC)c2s1` gave Gal4-VP16 FLuc inconclusive, BRCA1 expr up -41%, RORg inh inconclusive, p53 reactivation -4%, Menin MLL FP TR -16%, NPC1 promoter act -1%, Rab9 promoter act 0%, ELG1 genotoxic 0%, Giardia kill -5, PKM2 act -1% and FLuc modulator -3%.
CC1(C)Cc2nc3oc4c(=O)n(CC(=O)Nc5cccc(Cl)c5)cnc4c3cc2CO1 was read as Gal4-VP16 FLuc -1%, BRCA1 expr up -19%, RORg inh 21%, p53 reactivation 3%, NPC1 promoter act -3%, Rab9 promoter act -7%, ELG1 genotoxic 6%, Giardia kill -27, PKM2 act 0% and FLuc modulator -3%.

Screens from PubChem.
